Screening results: PubChem, Johns Hopkins Ion Channel Center
CHT inh: inhibits the human high affinity choline transporter. Q9GZV3. CHT-expressing cells, membrane potential dye, choline response; stronger effect = lower value. B-score at 10 µM. 310,000 tested, 0.86% active. AID 488975;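 active means B-score over 3 SD under the library average, and starting fluorescence ratio not unusually high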;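 further: choline stimulus applied at its EC90 after an EC20 pre-addition; B-score computed on integrated fluorescence ratio after choline addition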
KCNQ2 inh: KCNQ2 channel blockers in CHO-K1 cells – cell-based, FluxOR thallium flux, B-score, primary screen (AID 2156); B-score at 10 µM; 310,000 tested, 1.1% active; 20 min; stronger effect = lower value; O88943;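 active means fluorescence ratio B-score at most minus 3 library SDs, with starting brightness B-score within 2 library SDs, cut at about -5.5 in these data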
Target sequence (O88943 whole entry, looked up): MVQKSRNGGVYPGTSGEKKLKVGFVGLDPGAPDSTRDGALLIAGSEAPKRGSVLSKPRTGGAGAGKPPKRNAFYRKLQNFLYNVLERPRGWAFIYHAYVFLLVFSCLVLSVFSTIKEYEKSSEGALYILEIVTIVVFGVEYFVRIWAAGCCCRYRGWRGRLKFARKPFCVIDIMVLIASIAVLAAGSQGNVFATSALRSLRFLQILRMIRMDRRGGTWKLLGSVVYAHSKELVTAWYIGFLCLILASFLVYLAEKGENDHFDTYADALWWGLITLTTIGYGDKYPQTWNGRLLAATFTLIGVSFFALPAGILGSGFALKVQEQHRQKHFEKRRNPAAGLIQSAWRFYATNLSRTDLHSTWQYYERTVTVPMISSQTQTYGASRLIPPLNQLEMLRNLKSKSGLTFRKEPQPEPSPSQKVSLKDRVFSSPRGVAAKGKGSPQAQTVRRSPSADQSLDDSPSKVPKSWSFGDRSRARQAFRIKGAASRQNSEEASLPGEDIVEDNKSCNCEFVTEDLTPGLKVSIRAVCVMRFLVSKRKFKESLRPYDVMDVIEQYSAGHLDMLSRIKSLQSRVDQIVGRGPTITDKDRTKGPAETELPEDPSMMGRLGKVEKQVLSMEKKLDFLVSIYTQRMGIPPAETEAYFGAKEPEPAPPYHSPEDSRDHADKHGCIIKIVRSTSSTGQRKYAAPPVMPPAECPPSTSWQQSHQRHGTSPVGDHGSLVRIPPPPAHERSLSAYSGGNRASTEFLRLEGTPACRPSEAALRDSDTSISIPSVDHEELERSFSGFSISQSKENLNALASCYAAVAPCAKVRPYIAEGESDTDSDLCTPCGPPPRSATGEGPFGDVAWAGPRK
Kir21 inh: inhibitors of mouse Kir2.1 inward-rectifier potassium channel. HEK293-Kir2.1, FluxOR thallium flux fluorescence; stronger effect = lower value. 310,000 tested, 0.85% active. P35561. AID 1672. B-score at 10 µM;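 active means fluorescence ratio B-score at or below minus 3 SD of library scores, with starting-brightness B-score within 2 SD, cut at about -4.2 in these data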;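 further: channel flux triggered by added potassium and thallium sulfate stimulus; B-score of peak minus minimum fluorescence over baseline after thallium stimulus; more negative B-score means stronger Kir2.1 block with less thallium influx; some compounds called inactive have numbers as strong as hits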
The depositor's hits bear a star; i = inactive; / = no result given.

Molecule	CHT inh	KCNQ2 inh	Kir21 inh
COc1ccc(-n2c(C)cc(/C=N/Nc3nc(N4CCOCC4)nc(N4CCOCC4)n3)c2C)cc1	i	i	-1.7
c1ccc(CN2CCN(C3=Nc4cccc5cccc3c45)CC2)cc1	/	i	-2.3
COc1ccc(NC(=O)NC(C)(C(F)(F)F)C(F)(F)F)cc1	i	i	-0.26
O=C1N[C@@H](Cc2ccccc2)C(=O)N1CCN1CCOCC1	i	i	-0.04
Nc1nnc(CC2=CCCCC2)s1	i	i	0.14
CCCNC(=O)C12CCC(C)(C(=O)O1)C2(C)C (stereo not given)	i	i	-0.12
CC1(C)CC2CC(C)(CN2CC(=O)C(C#N)c2ccccc2)C1 (stereo not given)	i	i	-0.24
O=C(COC(=O)C1CCN(S(=O)(=O)c2ccc3c(c2)OCCO3)CC1)NC1CCS(=O)(=O)C1 (stereo not given)	i	i	-2.5
CCN(CC)CCCNC(=O)c1ccc(Cl)c(S(=O)(=O)Nc2ccccc2OC)c1	i	i	-0.09
COC(=O)C1C(=O)C=C(Nc2ccc(F)cc2F)CC1c1ccc(OC)cc1 (stereo not given)	i	i	0.09
CCOc1ccc(-n2cc(C(=O)N3CCC(C)CC3)c3cc(OC)c(OC)cc3c2=O)cc1	i	i	0.07
Cc1ccccc1OCCOC(=O)c1nc2nccc(C)n2n1	i	i	2.1
COc1ccccc1/C=C1/C(=O)ON=C1C	i	i	0.12
Cc1cc(C)n(-c2nc3c(c(=O)[nH]c(=O)n3C)n2CC(C)C)n1	i	i	-0.1
Cc1nn(-c2ccc(N3CCOCC3)nn2)c(C)c1CCC(=O)N1CCN(C)CC1	i	i	-0.13
CCCc1c(C(=O)NNc2cccc(Cl)c2)cnn1-c1ccccc1	i	i	0.38
Nc1ccc(Nc2nc3ccccc3[nH]2)cc1	i	i	0.35
O=c1/c(=C\c2ccc(O)cc2)sc2n1C(c1ccccc1)C(c1ccccc1)=NN=2 (stereo not given)	i	i	-0.44
CCOC(=O)c1ccc(-n2c(N)c(C(=O)NCc3ccco3)sc2=S)cc1	i	i	-0.03
COc1ccc(Nc2cc(=O)oc3ccccc23)cc1	i	i	-0.26
Cc1ccc(Nc2nc(N)nc(CN3CCCCCC3)n2)c(C)c1	i	i	0.06
O=C(O)c1cccc(-n2c(/C=C/c3ccc([N+](=O)[O-])cc3)nc3ccccc3c2=O)c1	i	i	-0.48
CCOC(=O)c1cnc2c(C(=O)OC)cccc2c1NCc1ccco1	i	i	-1.9
O=C(NC1CCCC1)c1sc(=S)n2c1[nH]c(=O)c1ccccc12	-5*	i	-2.6
NNC(=O)Cn1cnc2ccccc21	i	i	0.01
Cc1ccc(Nc2ncnc3ccccc23)cc1	i	i	-1.7
CNc1nnc(CSc2nc3ccccc3s2)s1	i	i	-0.23
Cc1ccc(OCC(O)Cn2c(N)nc3c2c(=O)n(C)c(=O)n3C)cc1 (stereo not given)	i	i	0.36
CCCNC(=O)CN(C1CCCCC1)S(C)(=O)=O	i	i	0.36
COc1ccc(NC(=O)c2cc(S(=O)(=O)N3CCOCC3)cn2C)cc1Cl	i	i	-2.1
Cc1ccc2nc(N3CCN(C(=O)CCC(=O)O)CC3)nc(-c3ccccc3)c2c1	i	i	-1.2
CCCc1cc2c(cc1NC(=O)c1ccccc1Cl)OCO2	i	i	0.73
CCN(CC)S(=O)(=O)c1ccc(C(=O)Nc2nnc(-c3ccco3)o2)cc1	i	i	-0.17
O=C(Cn1nnc(-c2cccs2)n1)NCc1ccccc1	i	i	1.5
COc1ccc(O)c(C2NC(CC(C)C)(C(=O)O)C3C(=O)N(Cc4ccccc4)C(=O)C23)c1 (stereo not given)	i	i	0.31
COc1ccc(COC[C@H](C)[C@H](O)[C@@H](C)[C@H]2OC(=O)[C@@H]2C)cc1	i	i	-0.41
CCCCOC(=O)N1CCOCCOCCOCCOCC1	i	i	0.01
O=C(c1ccco1)N1CCN(C(=O)c2ccc(CS(=O)c3ccc(Cl)cc3)o2)CC1 (stereo not given)	i	i	0.41
O=C(Nc1cccc(C(F)(F)F)c1)c1cccnc1	i	i	0.02
CCN(CC)C(=O)c1cc2sc3ccccc3c2s1	i	i	-1.2
O=C(O)CC1(CC(=O)NCc2ccccn2)CCCCC1	i	i	1.5
CN(C)CCNC(=O)c1onc(CSc2ccncc2)c1C(=O)NCCN(C)C	i	i	-0.2
CC(=O)COC(=O)c1cccc(N2C(=O)C3C4C=CC(C4)C3C2=O)c1 (stereo not given)	i	i	-0.27
COC(=O)c1scc(C)c1NC(=O)Cc1ccccc1	i	i	-1.3
CC(NC(=O)c1ccc2c(c1)OCCO2)c1ccc(S(N)(=O)=O)cc1 (stereo not given)	i	i	-0.24
Cc1cccc(Cc2cnc(NC(=O)c3ccc(C)o3)s2)c1	i	i	0.26
CC1(CCc2ccc3c(c2)OCO3)NC(=O)c2ccccc2N1 (stereo not given)	i	i	-0.3
COc1ccc(C(=O)CCC(=O)NC2=NCCS2)cc1	i	i	1.2
COc1ccc(NC(=O)C/C(C)=N/NC(=O)c2ccccn2)c(OC)c1	i	i	0.19
O=C(CCc1ccccc1)Nc1cccc(-c2nnc(-c3ccco3)o2)c1	i	i	1.4
COc1ccc(-n2nc(C(=O)Nc3nc4ccc(OC)cc4s3)c3ccccc3c2=O)c(OC)c1	i	i	-0.56
COCCn1c(C)cc(C(=O)COC(=O)CCc2ccc(S(=O)(=O)N3CCOCC3)cc2)c1C	i	i	1.9
CC(C)C(CC(=O)NCc1ccco1)c1ccco1 (stereo not given)	i	i	0.02
COc1ccccc1NC(=O)CSc1nnc(C2CCCCC2)o1	i	i	0.11
CCOc1ccc(CC(=O)NCC2(N3CCCCC3)CCCCC2)cc1	i	i	-1.6
COc1cc2c(cc1OC)CN(C(=O)Cn1ccccc1=O)CC2	i	i	1.4
CN(CCOC(=O)c1ccccc1)Cc1ccccc1	i	i	-1.8
Cc1nc2cc3ccccc3cc2c(=O)[nH]1	i	i	1.1
CCN(Cc1ccccc1)c1ccc(/C=N/NC(=O)c2cccc(S(=O)(=O)N3CCOCC3)c2)cc1	i	i	0.06
O=C(Nc1ccc(S(=O)(=O)Nc2nccs2)cc1)c1cccc(F)c1	i	i	-0.49

Marked active in CHT inh, among the entries above:
Molecule	CHT inh	KCNQ2 inh	Kir21 inh
O=C(NC1CCCC1)c1sc(=S)n2c1[nH]c(=O)c1ccccc12	-5*	i	-2.6

The results go on:
Molecule	CHT inh	KCNQ2 inh	Kir21 inh
NC(=O)c1ccc[n+](CC(=O)c2cccc([N+](=O)[O-])c2)c1	i	i	0.06
COc1ccc(OCC(=O)Nc2ccncc2)cc1	i	i	-0.21
COc1ccc(-c2noc(CSc3nc4sc(C)c(C)c4c(=O)n3-c3ccccc3)n2)cc1OC	i	i	-1.7
Clc1ccc2ncc(-c3nnnn3-c3ccccc3)c(-c3ccccc3)c2c1	i	i	3
N#CCSc1ncnc2ccccc12	i	i	1.1
CCOCc1nnc(NC(=O)c2ccc(NC(C)=O)cc2)s1	i	i	-1.1
C[C@H](NC(=O)C(c1ccccc1)c1ccccc1)c1ccccc1	i	i	-0.45
COc1cccc(CSc2nnc(C(F)(F)F)n2Cc2ccc(F)cc2)c1	i	i	-4
O=C(CN1C(=O)NC2(CCCC2)C1=O)Nc1cc(Cl)ccc1N1CCCC1	i	i	-0.45
O=C1c2ccccc2C(=O)N1CCc1c[nH]c2ccc(O)cc12	i	i	-0.93
CCc1ccc(OCC(=O)NN2Cc3ccccc3C2=N)cc1	i	i	-0.1
O=S(=O)([N-]c1nc2ccccc2nc1-[n+]1ccc(CCCc2ccccc2)cc1)c1cccs1	i	i	-0.42
CCOc1cc(NCCN2CCOCC2)c([N+](=O)[O-])cc1OCC	i	i	-0.69
O=C1CN(C(=O)COC(=O)/C=C/c2ccc(S(=O)(=O)N3CCOCC3)cc2)c2ccccc2N1	i	i	0.32
COc1ccccc1Nc1nc2nonc2nc1N1CCCCC1C (stereo not given)	i	i	-0.86
O=C(CSc1n[nH]c(-c2ccccc2)n1)Nc1ncc(Br)cc1Br	-6.5*	i	-0.51
O=C(NC1=NCCS1)[C@H](Cc1ccccc1)N1C(=O)c2ccccc2C1=O	i	i	0.86
CC(C)OC(=O)NCCOC(=O)Nc1cccc(Cl)c1	i	i	0.94
O=C(NC(=S)Nc1cccc(Cl)c1N1CCOCC1)c1cccs1	i	i	-0.05
O=C(O)CC1=C(O)C(=O)N(c2ccccc2)C1c1ccc(Br)cc1 (stereo not given)	i	i	2.3

More results follow.
Fields – CHT inh, KCNQ2 inh, Kir21 inh
> Cc1ccc2cc(CN(Cc3ccco3)C(=O)c3ccco3)c3nnnn3c2c1
    i, i, -2
> O=C(CCC(=O)OCc1ccc(Cl)cc1)Nc1cccc([N+](=O)[O-])c1
    i, i, 0.16
> Cc1nn(C)c(C)c1C1C(C#N)=C(N)OC2=C1C(=O)CC(C)(C)C2 (stereo not given)
    i, i, -0.29
> Cc1nc(SCC(=O)c2ccc(F)cc2)c([N+](=O)[O-])[nH]1
    i, i, -2
> O=c1ccc2c(o1)/C(=C/C=C(Cl)Cl)CCC2
    i, i, -0.04
> CCCCC1CC(C)(C(=O)CSc2nc3ccccc3s2)OC1=O (stereo not given)
    i, i, 1.4
> CC1=C(C(=O)NCc2ccc3c(c2)OCO3)C2(CCC(C)CC2)OC1=O (stereo not given)
    i, -9.4*, 0.63
> C=CCc1cccc2cc(C(=O)N3CCN(C(=O)OCC)CC3)c(=O)oc12
    i, i, -0.93
> c1ccc(CNC2=NCCCC2)cc1
    i, i, 0.52
> O=C(Cc1cccc(C(F)(F)F)c1)Nc1ccc(S(=O)(=O)N2CCCC2)cc1
    i, i, 0.08
> COn1c(=O)c(-c2ccccc2)[n+]([O-])c2ccccc21
    i, i, 0.61
> Cn1ccnc1Sc1cc(Cl)ccc1[N+](=O)[O-]
    i, i, 0.33
> CC(C)c1nnc(NC(=O)CCC(=O)Nc2ccc(Cl)cc2)s1
    i, i, 0.06
> O=C(c1ccc(NC(=O)C2(c3ccccc3)CCCC2)cc1)N1CCOCC1
    i, i, 3.7
> C/C(=N\NC(=O)c1ccc(F)cc1)c1ccc(N2CCOCC2)cc1
    i, i, 0.29
> O=C(NC1CC1)C1=COCCO1
    i, i, 0.02
> COC(=O)C1=NN(C(C)(C)CC(C)=O)C2C(=O)N(C3CCCCC3)C(=O)C12 (stereo not given)
    i, i, -0.21
> COc1ccc(NC(=O)CCS(=O)(=O)c2cc3c(cc2Cl)NC(=O)CO3)cc1OC
    i, i, -0.19
> CCCCC(CC)C(=O)Nc1ccccc1C(=O)NC(C)C (stereo not given)
    i, i, -0.88
> NC(=O)c1ccc(N=Nc2c(O)c3ccccc3[nH]c2=O)cc1
    i, i, -0.49
> CCOC(=O)C1=C(CCl)NC(=O)NC1c1ccc2c(c1)OCO2 (stereo not given)
    i, i, 0.32
> Cc1cc(C)nc(-n2ncc(C#N)c2N)n1
    i, i, -0.04
> COC1(c2cc(-c3ccccc3)nc(N)n2)CCCCC1
    i, i, -0.07
> O=C(Nc1nncs1)c1c(F)c(F)c(F)c(F)c1F
    i, i, 1.3
> O=C(C1=C(O)C(=O)N(CCN2CCOCC2)C1c1ccccn1)c1cccs1 (stereo not given)
    i, i, -0.19
> CC(C)N(CCCNC(=O)c1ccc(CS(=O)(=O)c2c(Cl)cccc2Cl)o1)Cc1ccccc1
    i, i, 0.56
> CC(=O)c1cccc(Nc2nc(-c3cccc([N+](=O)[O-])c3)cs2)c1
    i, i, 0.87
> CC(Oc1ccc(Cl)cc1)C(=O)NNC(=S)NC(=O)c1ccco1 (stereo not given)
    -6.5*, i, -0.79
> CC(C)(C)c1nc(NCC2CCCO2)c2nnn(Cc3ccccc3)c2n1 (stereo not given)
    i, i, 2.7
> COC(=O)c1c(NC(=O)c2cccs2)sc2c1CCCC2
    i, i, 0.74
> Cc1cc(C)n(Cc2ccc(C(=O)Nc3cccc(Br)c3)o2)n1
    i, i, -0.8
> O=C(C1CCN(S(=O)(=O)c2cccs2)CC1)N1CCN(c2ccccc2)CC1
    i, i, 0.24
> O=C(Nc1cccc(-c2csc(Nc3cccc(C(F)(F)F)c3)n2)c1)c1ccccc1
    i, i, 0.19
> COc1ccccc1NC=C1C(=O)OC(C)(C)OC1=O
    i, i, 0.73

Among those listed so far, 5 contain a CF3 group.
Fields – CHT inh, KCNQ2 inh, Kir21 inh
> COc1ccc(NC(=O)NC(C)(C(F)(F)F)C(F)(F)F)cc1
    i, i, -0.26
> O=C(Nc1cccc(C(F)(F)F)c1)c1cccnc1
    i, i, 0.02
> COc1cccc(CSc2nnc(C(F)(F)F)n2Cc2ccc(F)cc2)c1
    i, i, -4
> O=C(Cc1cccc(C(F)(F)F)c1)Nc1ccc(S(=O)(=O)N2CCCC2)cc1
    i, i, 0.08
> O=C(Nc1cccc(-c2csc(Nc3cccc(C(F)(F)F)c3)n2)c1)c1ccccc1
    i, i, 0.19
